inhibitors of VEEV – inhibitors of VEEV TC-83 cytopathic effect, confirmation, Vero cells (AID 588727). inhibition, % at 20 µM, or IC50 in µM where a hit was titrated. actives 0.13% (n = 350,000). Vero cells, VEEV TC-83 cytopathic effect inhibition; higher % means a stronger effect; in the data active means a potency from the dose series; inconclusive means inhibition mostly from about 14% at the one dose, without a potency; inactive means the rest, 99 in 100 with inhibition below about 12%; further: strong numbers were not always called active
influenza NS1A – H1N1 influenza NS1A inhibitors, functional cell based assay (AID 504329); NS1A functional cell-based assay, percent inhibition; higher % means a stronger effect; inhibition, % at 12.5 µM; hits with a dose series show IC50 in µM; actives 0.3% (n = 340,000); in the data active means a potency from the dose series; inconclusive means inhibition above about 27% without an active follow-up result; further: strong numbers were not always called active
M. tuberculosis HTS – M. tuberculosis growth inhibition, HTS (AID 449762) | M. tuberculosis H37Rv growth inhibition, 7H9 media; higher % means a stronger effect | one-dose inhibition, % at 25 µM; IC50 in µM for titrated hits | actives 0.59% (n = 330,000); in the data active means a potency from the dose series; inconclusive means inhibition above about 70% without an active follow-up result;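 further: bacterial growth assessed after seven days of incubation; strong numbers were not always called active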
PhoP GFP inhibition – PhoP regulon inhibitors, Salmonella typhi PhoP promoter GFP reporter, confirmatory (AID 1850); actives 0.33% (n = 310,000); one-dose inhibition, % at 50 µM; IC50 in µM for titrated hits; Salmonella Typhi PhoP-promoter GFP reporter, fluorescence, 4 h; higher % means a stronger effect; in the data active means a potency from the dose series; inconclusive means inhibition mostly from about 25% at the one dose, without a potency; inactive means the rest, 99 in 100 with inhibition below about 19%;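 further: 0% = induced wells with vehicle and 100% = uninduced wells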
tuberculosis growth – growth inhibition of non-replicating M. tuberculosis (AID 488890) | actives 0.39% (n = 320,000) | Mycobacterium tuberculosis non-replicating, growth inhibition; higher % means a stronger effect | inhibition, % at 25 µM, or IC50 in µM where a hit was titrated; in the data active means a potency from the dose series; inconclusive means inhibition mostly from about 82% at the one dose, without a potency; inactive means the rest, 99 in 100 with inhibition below about 76%;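 further: plate controls were DMSO cells for no effect and high antibiotic wells for full effect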
An asterisk follows results filed as active; i = inactive; ? = inconclusive; / = not tested or not shown.

Structure	inhibitors of VEEV	influenza NS1A	M. tuberculosis HTS	PhoP GFP inhibition	tuberculosis growth
CC(Oc1ccccc1[N+](=O)[O-])C(=O)N/N=C/c1ccoc1 (stereo not drawn)	0.1%	9%	8%	-5%	-1%
CCCCNC(=O)Nc1ccc(Br)cn1	1.5%	6%	-7%	-3%	39%
COCCN1C(=O)N(c2ccccc2)C(=O)C1CC(=O)Nc1cc(OC)cc(OC)c1 (stereo not drawn)	i	-25%	-6%	-4%	-11%
CC(=O)c1ccc(S(=O)(=O)N2CCN(C(=O)c3ccc(N)c([N+](=O)[O-])c3)CC2)cc1	1.3%	-5%	9%	/	27%
COc1ccc(CC(=O)NCC(=O)N=Nc2c(O)[nH]c3ccccc23)cc1	3.5%	-3%	4%	0%	-4%
COCCNC(=O)C(c1ccc(F)cc1)N(C(=O)CCC(=O)Nc1ccccn1)C1CCCCC1 (stereo not drawn)	1.1%	5%	-3%	7%	-1%
COc1ccccc1CNC(=O)CC12CC3CC(CC(Br)(C3)C1)C2	2.0%	5%	7%	-7%	-4%
N=c1ccn(CC(=O)NC(N)=O)c2ccccc12	i	-2%	-14%	-9%	-10%
Cc1cccc(Cn2cccc2/C=C2/C(=N)N3C=CSC3=NC2=O)c1	13%	10%	5%	-2%	-10%
Cn1c(-c2ccc(F)cc2)cc2onc(-c3ccccc3Cl)c2c1=O	0.1%	-2%	-1%	14%	2%
CCNC(=S)N1CCC(NC(=O)c2ccco2)CC1	0.2%	-4%	-6%	0%	2%
CC1=C(C(=O)OCCOC(C)C)C(c2cc3c(cc2Br)OCO3)CC(=O)N1 (stereo not drawn)	7.0%	1%	2%	-14%	7%

Part of the list above in a different format.
Values in the order: inhibitors of VEEV | influenza NS1A | M. tuberculosis HTS | PhoP GFP inhibition | tuberculosis growth
- N=c1ccn(CC(=O)NC(N)=O)c2ccccc12
    i | -2% | -14% | -9% | -10%
- Cc1cccc(Cn2cccc2/C=C2/C(=N)N3C=CSC3=NC2=O)c1
    13% | 10% | 5% | -2% | -10%
- Cn1c(-c2ccc(F)cc2)cc2onc(-c3ccccc3Cl)c2c1=O
    0.1% | -2% | -1% | 14% | 2%

Some entries already given, showing only M. tuberculosis HTS:
molecule	M. tuberculosis HTS
COCCNC(=O)C(c1ccc(F)cc1)N(C(=O)CCC(=O)Nc1ccccn1)C1CCCCC1 (stereo not drawn)	-3%
COc1ccccc1CNC(=O)CC12CC3CC(CC(Br)(C3)C1)C2	7%
N=c1ccn(CC(=O)NC(N)=O)c2ccccc12	-14%
Cc1cccc(Cn2cccc2/C=C2/C(=N)N3C=CSC3=NC2=O)c1	5%
Cn1c(-c2ccc(F)cc2)cc2onc(-c3ccccc3Cl)c2c1=O	-1%
CCNC(=S)N1CCC(NC(=O)c2ccco2)CC1	-6%

Grouped by structure: those above containing four or more nitrogen atoms.
Structure	inhibitors of VEEV	influenza NS1A	M. tuberculosis HTS	PhoP GFP inhibition	tuberculosis growth
CC(=O)c1ccc(S(=O)(=O)N2CCN(C(=O)c3ccc(N)c([N+](=O)[O-])c3)CC2)cc1	1.3%	-5%	9%	/	27%
COc1ccc(CC(=O)NCC(=O)N=Nc2c(O)[nH]c3ccccc23)cc1	3.5%	-3%	4%	0%	-4%
COCCNC(=O)C(c1ccc(F)cc1)N(C(=O)CCC(=O)Nc1ccccn1)C1CCCCC1 (stereo not drawn)	1.1%	5%	-3%	7%	-1%
N=c1ccn(CC(=O)NC(N)=O)c2ccccc12	i	-2%	-14%	-9%	-10%
Cc1cccc(Cn2cccc2/C=C2/C(=N)N3C=CSC3=NC2=O)c1	13%	10%	5%	-2%	-10%

(more compounds)
Structure	inhibitors of VEEV	influenza NS1A	M. tuberculosis HTS	PhoP GFP inhibition	tuberculosis growth
CSc1nncc(/C(C)=N/O)n1	i	20%	4%	-3%	-8%
O=C(Nc1ccc(S(=O)(=O)Nc2nccs2)cc1)c1ccc(S(=O)(=O)N2CCOCC2)cc1	0.7%	-13%	2%	2%	68%
COC(=O)c1ccc(NC(=O)Cn2nc(C)c3ccccc3c2=O)cc1	0.6%	-10%	2%	-7%	5%
COc1ccc2nc(C)cc(Nc3ccc(C)cc3)c2c1	5.9%	4%	6%	7%	38%
COc1ccc(C(=O)NC(C)c2ccncc2)cc1S(=O)(=O)N(C)Cc1ccccc1 (stereo not drawn)	6.6%	-1%	-5%	/	9%
CCOC(=O)C1=CNS(=O)(=O)NC1CCc1ccccc1 (stereo not drawn)	0.7%	0%	/	/	/
CCOc1ccc(S(=O)(=O)NCCC(=O)N2CC(C)OC(C)C2)cc1 (stereo not drawn)	3.8%	-3%	-5%	2%	-22%
NCC1CCC(C(=O)Oc2ccc(CCC(=O)O)cc2)CC1 (stereo not drawn)	i	2%	-3%	2%	12%
Cc1ccc([N+](=O)[O-])c(OCC(=O)OCC(=O)c2ccccc2)c1	i	-6%	-4%	-9%	-5%
FC(F)(F)c1cccc(-c2ccc(/C=N/Nc3nncc(-c4ccccc4)n3)o2)c1	1.0%	3%	3%	3%	12%
Cc1ccc(N(CC(=O)NC2CCCC2)C(=O)CNC(=O)c2cccs2)cc1F	i	0%	2%	-12%	-6%
O=C(CN(c1ccccc1)S(=O)(=O)c1ccccc1)NCCSc1ccccn1	7.4%	-9%	-4%	7%	18%

Structure	inhibitors of VEEV	influenza NS1A	M. tuberculosis HTS	PhoP GFP inhibition	tuberculosis growth
CCC(=O)N1CC23C=CC(CC2CC12CCCCC2)O3 (stereo not drawn)	6.6%	1%	-1%	-10%	-14%
O=C(O)CCc1ccc(-c2cccs2)n1NC(=O)c1ccc(O)cc1	i	3%	-9%	-3%	-1%
O=C(CCCN1CCN(c2ccccn2)CC1)c1ccc(F)cc1	0.2%	0%	1%	2%	1%
O=S(=O)(Nc1cccc(S(=O)(=O)N2CCCC2)c1)c1ccccc1F	0.1%	-9%	-4%	/	4%
O=C(Cc1cc(=O)[nH][nH]1)N/N=C/c1ccccc1Cl	/	/	-7%	-2%	3%
CCOc1ccc(N2CC(C(=O)NC3CCSC3=O)CC2=O)cc1 (stereo not drawn)	i	-17%	-5%	0%	-10%
c1ccc(CNc2ncnc3nc[nH]c23)cc1	i	0%	2%	-10%	-7%
Cn1cnnc1SCC(=O)c1ccc2c(c1)CCCC2	0.8%	-8%	-7%	3%	0%
CC1(C(=O)CSc2nc3ccccc3[nH]2)CCC(=O)O1 (stereo not drawn)	8.6%	-7%	-5%	2%	2%
C/C=C1/CC(C)C(C)(O)C(=O)OCC2CCN3CCC(OC1=O)C23 (stereo not drawn)	0.2%	-9%	-5%	-1%	-27%
COc1ccc(S(=O)(=O)N(C)C[C@H]2Oc3ccc(NS(=O)(=O)c4cn(C)cn4)cc3C(=O)N([C@H](C)CO)C[C@@H]2C)cc1	1.3%	4%	1%	/	/
CC(=O)O[C@H]1C(=O)[C@@]2(C)[C@H]([C@H](OC(=O)c3ccccc3)[C@]3(O)C[C@H](OC(=O)[C@H](O)[C@@H](NC(=O)c4ccccc4)c4ccccc4)C(C)=C1C3(C)C)[C@]1(OC(C)=O)CO[C@@H]1C[C@@H]2O	3.4%	2%	24%	-1%	8%

Structure	inhibitors of VEEV	influenza NS1A	M. tuberculosis HTS	PhoP GFP inhibition	tuberculosis growth
COc1ccccc1N1CCN(C(=O)Cn2nc3n(C)c4ccccc4n3c(=O)c2=O)CC1	/	/	-4%	-1%	-25%
Cc1nnc(SCc2nc3sc(C(=O)O)c(C)c3c(=O)[nH]2)s1	0.2%	-9%	-2%	14%	-9%
O=C(NCc1ccccc1)c1ccccc1C(=O)c1ncc[nH]1	0.1%	-8%	-4%	-2%	-14%
COc1ccc(CCn2nnnc2C(CC(C)C)N2CCC(C(N)=O)CC2)cc1OC (stereo not drawn)	0.7%	-2%	-1%	0%	-5%
CCCn1c(N)c(C(=O)COC(=O)CCS(=O)(=O)c2ccc(C)cc2)c(=O)[nH]c1=O	0.6%	25%	5%	-2%	-8%
COc1ccc(S(=O)(=O)NN(C)c2nc(C(F)(F)F)nc3ccccc23)cc1	0.2%	1%	1%	0%	8%
CCc1ccccc1NC(=O)CN1C(=O)c2ccccc2S1(=O)=O	1.6%	6%	3%	-9%	5%
Cc1nnc(NC(=O)CSc2nnc(C)n2-c2ccc(F)cc2)s1	1.0%	-10%	6%	-17%	3%
CN(CCCNC(=O)c1cccn2c(=O)c3ccccc3nc12)Cc1ccccc1	i	1%	3%	-6%	45%
O=C(COCc1ccccc1)N[C@@H]1c2ccccc2CC[C@@H]1OCc1ccccc1	2.8%	-24%	/	/	/
O=C(Nc1ccc(Cl)cc1)OCc1cn(-c2ccc(Cl)cc2)nn1	i	1%	-3%	-5%	-14%
Cc1ccnc(NS(=O)(=O)c2ccc(NC(=O)Cc3ccccc3)cc2)n1	0.6%	-6%	2%	1%	-7%

Structure	inhibitors of VEEV	influenza NS1A	M. tuberculosis HTS	PhoP GFP inhibition	tuberculosis growth
CCCS(=O)(=O)c1nc(S(=O)(=O)c2ccc(Cl)cc2)c(N2CCC(O)CC2)s1	2.7%	7%	0%	1%	10%
CC(C)CC(=O)Nc1ccc(C(=O)CN2CCC(C)CC2)cc1	1.6%	-12%	-3%	8%	24%
CNC[C@H](Cc1cccc2ccccc12)NC[C@H](CCSC)NCC1CCC(C(C)(C)C)CC1 (stereo partly drawn)	/	/	22µM*	/	?
CCOc1ccc(C(CC(=O)O)NC(=O)Cc2ccccc2)cc1OC (stereo not drawn)	0.4%	4%	-7%	9%	-14%
COc1ccccc1-c1cc(N)n(S(=O)(=O)c2ccc(F)c(C)c2)n1	1.5%	-2%	-5%	-11%	/
COc1ccc(S(=O)(=O)N2CCSCC2)cc1	1.2%	-2%	5%	11%	7%
C=C1C(=O)OC2C=C(CO)C3OC3C3OC3(C)CC(OC(=O)/C(=C/C)COC(C)=O)C12 (stereo not drawn)	14%	0%	/	/	/
COc1ccc([N+](=O)[O-])cc1NC(=O)C(C)OC(=O)Cc1ccc(OC)c(OC)c1 (stereo not drawn)	0.3%	-17%	1%	/	3%
Cc1c(C(=O)N(CCC#N)c2ccccc2)sc2nc3n(c(=O)c12)CCCC3	3.1%	-7%	6%	0%	2%
CCCN1C(=O)/C(=C/c2ccc(C)s2)SC1=Nc1ccc(OC)cc1	0.6%	11%	0%	-13%	-5%
Cc1ccc(-n2nnnc2SCC(=O)c2cc(C)n(-c3cc(C)on3)c2C)cc1	0.2%	-7%	-4%	-10%	8%
Cc1ccc(C(=O)OCC(=O)Nc2c(C)n(C)n(-c3ccccc3)c2=O)cc1[N+](=O)[O-]	4.7%	-8%	4%	-1%	-3%

Structure	inhibitors of VEEV	influenza NS1A	M. tuberculosis HTS	PhoP GFP inhibition	tuberculosis growth
Cc1ccc(C(=O)NCc2ccc3c(c2)OCO3)cc1Cl	1.2%	-10%	12%	-5%	/
Cn1c(=O)cc(OCCCC(=O)N2CCN(Cc3ccc4c(c3)OCO4)CC2)c2ccccc21	0.7%	3%	7%	-4%	13%
Cc1cc(C)cc(NS(=O)(=O)c2c(C(=O)N3CCCCCC3)c(C)n(C)c2C)c1	i	4%	-10%	-9%	5%
CC(=O)NC(=S)Nc1ccc([N+](=O)[O-])cc1C	0.8%	-4%	3%	7%	31%
COc1cccc(CNc2ccc3c(c2)nc(C)n3C)c1OC	0.3%	-8%	-8%	7%	31%
CC(C)CNC(=O)CCCSc1nc2ccccc2[nH]1	2.7%	-3%	-5%	6%	13%
COc1ccc(NC(=O)Cn2c(=O)n(CC(=O)NCc3ccco3)c(=O)c3ccccc32)cc1OC	0.7%	-9%	0%	0%	-16%
CCCc1cc2c(cc1NC(=O)Cc1ccccc1)OCO2	i	-3%	/	/	/
CCCNC(=O)Cc1c(C)oc2ccccc12	2.3%	-3%	1%	-4%	-1%
c1ccc(CSCc2ccccc2)cc1	0.5%	-1%	-9%	-2%	-10%
O=C(O)c1ccc2c(=O)n(-c3ccccc3)c(=S)[nH]c2c1	0.8%	12%	-1%	14%	-7%
CCc1cc(C(=O)Nc2cc(S(=O)(=O)N3CCOCC3)ccc2N2CCN(CC)CC2)sc1C	5.8%	-6%	/	/	/
Cc1ccc2nsnc2c1S(=O)(=O)N(Cc1ccco1)Cc1cc2ccc(C)c(C)c2[nH]c1=O	3.0%	-13%	/	/	/
